Bioassay records from PubChem.
Fh CTSL1 inh = cathepsin L1 inhibition, PFM18AAP counter-screen. 300,000 tested, 0.49% active. recombinant F. hepatica cathepsin L1, Z-Leu-Arg-MCA fluorescence. AID 1906. inhibition, % at 5.96 µM;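 active = inhibition above the mean of all tested compounds plus 3 SD, set per screening campaign, cut at about 17% in these data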;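 note: 0% = plate median of test compound wells and 100% = 1 µM Z-Phe-Ala-diazomethylketone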
GASC-1 inh = inhibitors of human GASC-1 (JMJD2C) demethylase. Q9H3R0. GST-JMJD2C(1-420) H3K9me3 demethylation, DELFIA europium. inhibition, % at 2.35 µM. 330,000 tested, 0.069% active. AID 2099;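 active = more than half of a compound's replicate wells show inhibition beyond 50%, single wells judged on their own value; inconclusive = some, but no more than half, of replicates pass 50% inhibition; inactive = no replicate passes 50% inhibition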;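 note: signal counts dimethyl H3K9 product captured on neutravidin plate; 0% = median of DMSO wells and 100% = 0.3 times that DMSO median; strong numbers were not always called active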
PP5 primary = PP5 (human) phosphatase inhibition | P53041 | purified PP5c, OMFP substrate fluorescence | AID 1987 | inhibition, % at 6.7 µM | 320,000 tested, 0.18% active;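 active = inhibition above the campaign's mean inhibition across all tested compounds plus 3 SD, cut at about 9.5% in these data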;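 note: 0% = DMSO only and 100% = 100 µM cantharidin control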
TPT1 inh = C. albicans TPT1 enzyme inhibition; recombinant caTPT1, FP RNA substrate dephosphorylation; inhibition, % at 5 µM; 300,000 tested, 0.81% active;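 active = inhibition above the mean of all tested compounds plus 3 SD, set per screening campaign, cut at about 24% in these data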;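 note: plate controls were DMSO alone for no effect and ferristatin control at 100 nM for full effect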
HCV core dimer = blocks dimerization of HCV core protein; TR-FRET GST/Flag-core106 dimerization, 1536-well; inhibition, % at 5 µM; 300,000 tested, 0.33% active;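 active = inhibition above the mean of all tested compounds plus 3 SD, set per screening campaign, cut at about 45% in these data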
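System – GST-tagged and Flag-tagged HCV core protein residues 1-106 · Repeats – one well for each compound · Technique – TR-FRET 671 and 617 nm emission · Doses – one concentration, 5 µM, in 0.5% DMSO · Times – 4 h, 22.5 °C incubation · Also added – Eu donor and XL665 acceptor anti-tag antibodies · Measure – percent inhibition of core106 dimerization signal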
PP1 inh = counter-screen for PP5 inhibitors: inhibitors of human PP1-alpha | P62136 | purified PP1alpha, OMFP fluorescence | inhibition, % at 6.7 µM | 320,000 tested, 0.9% active;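 active = inhibition above the mean inhibition of all tested compounds plus 3 SD, computed separately for each screening campaign, cut at about 15% in these data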
Target sequence (P62136 whole entry, looked up): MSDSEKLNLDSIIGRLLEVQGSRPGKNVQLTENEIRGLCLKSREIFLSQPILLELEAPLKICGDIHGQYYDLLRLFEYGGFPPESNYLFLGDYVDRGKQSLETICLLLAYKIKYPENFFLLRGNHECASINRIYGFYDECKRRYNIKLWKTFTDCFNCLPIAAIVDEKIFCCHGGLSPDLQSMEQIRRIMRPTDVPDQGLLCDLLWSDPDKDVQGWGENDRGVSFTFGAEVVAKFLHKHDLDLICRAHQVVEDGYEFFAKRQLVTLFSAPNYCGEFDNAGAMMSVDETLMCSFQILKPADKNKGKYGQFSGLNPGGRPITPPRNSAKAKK
PREPL inhibitor = inhibits the human prolyl oligopeptidase-like enzyme; Q4J6C6; 320,000 tested, 0.68% active; inhibition, % at 5.96 µM; recombinant PREPL, fluorescence polarization activity-based probe; in the data active = inhibition above about 43%;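 note: 0% = enzyme with DMSO and 100% = wells lacking enzyme; many of its hits are not listed in these tables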
Target sequence (Q4J6C6 whole entry, looked up): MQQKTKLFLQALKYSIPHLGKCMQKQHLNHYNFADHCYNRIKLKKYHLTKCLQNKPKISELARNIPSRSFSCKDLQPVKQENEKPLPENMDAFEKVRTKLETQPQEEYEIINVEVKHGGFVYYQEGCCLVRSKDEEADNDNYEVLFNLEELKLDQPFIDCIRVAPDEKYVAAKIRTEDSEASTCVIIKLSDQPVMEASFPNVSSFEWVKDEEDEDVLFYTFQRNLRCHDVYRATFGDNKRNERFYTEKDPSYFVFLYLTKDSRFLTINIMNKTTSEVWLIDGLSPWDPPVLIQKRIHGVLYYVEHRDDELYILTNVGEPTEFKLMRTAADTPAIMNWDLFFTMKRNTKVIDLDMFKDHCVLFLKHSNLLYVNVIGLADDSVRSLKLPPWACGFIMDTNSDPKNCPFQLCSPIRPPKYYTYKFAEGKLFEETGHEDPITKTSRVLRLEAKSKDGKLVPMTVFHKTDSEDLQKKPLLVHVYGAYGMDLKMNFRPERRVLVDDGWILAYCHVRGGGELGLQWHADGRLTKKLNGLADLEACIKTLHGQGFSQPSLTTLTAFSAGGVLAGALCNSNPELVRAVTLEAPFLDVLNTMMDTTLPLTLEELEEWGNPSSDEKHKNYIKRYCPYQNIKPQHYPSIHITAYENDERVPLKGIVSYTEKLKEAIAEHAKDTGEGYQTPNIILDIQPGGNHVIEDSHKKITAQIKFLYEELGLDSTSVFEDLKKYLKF
Efflux pump mplx = blocks antifungal efflux pumps in multiplex yeast assay | S. cerevisiae Candida pump triplex, Nile Red efflux | inhibition, % at 10 µM | 330,000 tested, 0.44% active;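 active = plate passing quality check with inhibition over a set limit, or well fluorescence over plate mean plus 4 SD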;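 note: Nile Red retained in pooled yeast measured as flow cytometry median fluorescence; 0% = buffer negative control and 100% = Enniatin B positive control; higher means more Nile Red kept so more efflux inhibition; some compounds called inactive have numbers as strong as hits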
LYPLA2 counter = blocks human lysophospholipase 2, a PME1 counter-screen; recombinant LYPLA2, FP-Rh probe fluorescence polarization; inhibition, % at 5.9 µM; 320,000 tested, 0.38% active; AID 2177;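 active = inhibition above the screen-wide mean plus 3 SD, limit set per campaign, cut at about 26% in these data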;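 note: 0% = LYPLA2 with DMSO and 100% = wells lacking LYPLA2 enzyme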
* = called active by the depositor; u = inconclusive; x = not tested or not shown; & = joins results of further samples. An excerpt (hit frequency here may not be typical).

SMILES	Fh CTSL1 inh	GASC-1 inh	PP5 primary	TPT1 inh	HCV core dimer	PP1 inh	PREPL inhibitor	Efflux pump mplx	LYPLA2 counter
CCOC(=O)CCc1c(C)nc2ncnn2c1C	2	-19	-1.9	0	-4	-1	6	0.2	-2
Cc1cccc(CSCCNC(=S)Nc2ccccc2)c1	1	-5	1.4	-3	5	1	-4	0.1	1
COc1ccc(Br)cc1-c1nc(C)c(C(C)=O)n1O	1	1	-6.2	-3	6	0	11	0.6	-10
COc1cccc(CN2C[C@]34C=C[C@@H](C[C@@H]3S2(=O)=O)O4)c1	0	8	-2.2	-5	-4	-1	3	-0.2	1
COc1ccccc1N1CCN(C(=O)c2cc3c(-c4ccc(Cl)cc4)nn(C)c3s2)CC1	2	-13	-1.3	-3	10	-3	0	0.2	-5
O=C(Nc1cc2c3c(c1)CC(=O)N3CCC2)c1ccco1	1	-11	0.0	-3	-4	-7	22	0.0	3
Cc1c(Br)cc(C(=O)NCc2ccco2)c(C)c1C	12	2	3.0	5	48*	4	7	0.0	10
CC(Sc1nnc(-c2cc3ccccc3o2)n1-c1ccccc1)C(=O)O (stereo not given)	0	-7	1.0	-2	-3	1	-2	-0.1	-3
CC(C)c1nc(SCC(=O)N2CCCCCC2)c2c(=O)n(C)c(=O)n(C)c2n1	-3	-2	4.1	-1	2	-2	4	0.2	-6
Cc1cccc2sc(NC(=O)c3ccc(OCC4CCCO4)cc3)nc12 (stereo not given)	2	1	2.9	-4	6	1	-10	-0.3	-24
CCN(CC)N=Nc1ccc(C(=O)O)cc1	3	-10	-1.9	-1	-10	-2	-6	-0.6	-6
Cc1onc(-c2c(Cl)cccc2Cl)c1C(=O)NCCc1ccc(S(N)(=O)=O)cc1	1	0	-0.8	-4	-5	-2	1	-0.1	-1
CCN(CC)c1ccc2c(C)c(CO)c(=O)oc2c1	3	-3	-0.6	0	-2	-4	11	-0.1	2
N#Cc1cccc(-n2nnnc2-c2ccc3c(c2)OCO3)c1	-3	22	1.1	-4	-11	-2	10	0.0	2
COCCNC(=O)C(c1ccco1)N(C(=O)Cn1nnc2ccccc21)c1ccc(C)cc1C (stereo not given)	0	20	-2.2	3	0	1	-2	-0.1	7
COc1ccc(-c2csc(N3CCN(C(=O)c4ccco4)CC3)n2)cc1	-1	-5	0.5	-1	6	1	11	0.1	-6
CCCOc1ccccc1Cn1c(=O)oc2ccc(C)cc21	-2	8	4.3	4	10	1	0	0.0	-4
CCCC(=O)Nc1cccc(NC(=S)NC(=O)C(C)Oc2ccc(Cl)cc2Cl)c1 (stereo not given)	-7	-10	4.5	0	-2	-7	-9	-0.1	-63
COC(=O)c1ccccc1NC(=O)c1ccccc1N(C)S(=O)(=O)c1ccccc1	3	0	2.1	-4	-2	8	-8	0.0	-3
CCC(=O)Nc1ccc(C(=O)Nc2cccc(C)n2)cc1	1	-1	-1.0	2	-2	-1	13	0.4	-1
O=C(COC(=O)CCCN1C(=O)c2ccccc2C1=O)Nc1ncc(Cl)cc1Cl	-22	6	1.1	-5	28	5	17	0.1	7
CC(C)C(=O)Nc1nc(-c2ccc3c(c2)CCN3C(=O)C2CC2)cs1	-1	-11	1.7	4	-1	1	0	0.0	-4
COc1ccc2sc(NC(=O)NC(=O)c3c(Cl)cccc3Cl)nc2c1	2	-30	2.5	1	3	1	10	0.1	11
Cn1nccc1C(=O)N1CCN(c2ccccc2Cl)CC1	-2	0	1.6	-2	-5	-1	6	0.0	-3
Cn1cc(CCNC(=O)C2CCC(=O)N(CCc3ccc(Cl)cc3)C2)cn1 (stereo not given)	-2	-1	0.1	-1	9	3	1	0.0	0

More compounds:
SMILES	Fh CTSL1 inh	GASC-1 inh	PP5 primary	TPT1 inh	HCV core dimer	PP1 inh	PREPL inhibitor	Efflux pump mplx	LYPLA2 counter
CC(=O)c1cccc(NC(=O)N2CCCc3ccccc32)c1	-2	-8	1.2	-3	-6	-2	6	-0.1	-4
Cc1ccc(C)n1-c1ccc(N2CCOCC2)c([N+](=O)[O-])c1	0	10	-3.2	0	2	-2	-3	0.0	4
CCOC(=O)c1ccc(NC(=O)N2CCOCC2)cc1	3	-6	-1.6	0	3	-5	5	0.0	3
CC(C)(/C=N/O)/[N+]([O-])=C/c1ccccc1	-3	4	-0.6	3	-2	1	6	0.1	1
Cc1ccnc2c1ccc1c(C)ccnc12	x	8	3.5	x	x	8	37	0.4	-3
CCCCN(C)C(=O)c1cc2cc([N+](=O)[O-])cc(OC)c2oc1=O	3	14	-1.6	2	-4	-2	16	0.0	7
CC(C)(C)C(=O)NCc1ccc(C(=O)CSc2nnc(C3CC3)n2C2CC2)s1	x	-8	-1.1	x	x	-3	5	0.1	-1
COCCCN(C(=O)c1cc2c(s1)CCCCC2)c1c(N)n(Cc2ccccc2)c(=O)[nH]c1=O	-6	-1	-1.6	0	5	-5	-9	0.0	-5
CCOC(=O)C1CCN(S(=O)(=O)CCNC(=O)c2ccccc2)CC1	0	95	-0.7	-1	-4	-4	-3	0.0	3
CC1(C)NC(=O)N(CC(O)CN(c2cccc([N+](=O)[O-])c2)S(=O)(=O)c2ccccc2)C1=O (stereo not given)	-4	4	-0.9	-3	-4	-1	10	-0.2	3
COc1ccc(S(=O)(=O)N/N=C\c2ccc3c(c2)OCO3)cc1	-1	10	3.0	-4	0	-3	-13	0.0	-1
Cc1ccc(C)c(OCCC(=O)OCC(=O)N2CCN(c3ccccc3)CC2)c1	-31	9	3.6	1	-4	2	-21	0.2	4
Cc1cc(C(=O)N2CCC(C(=O)O)CC2)c(C(F)(F)F)o1	0	-5	-1.0	0	1	-4	-9	0.2	-4
COc1cc(/C=C/C(=O)NCCc2ccc(S(N)(=O)=O)cc2)ccc1OCC#N	2	-13	1.4	-1	-2	-2	-3	0.0	1
COc1ccc([N+](=O)[O-])cc1NCc1ccccc1	3	-5	-1.7	2	-4	0	-2	0.7	3
CCN(CC)CCCNC(=O)c1oc2ccc(S(=O)(=O)N3CC(C)CC(C)C3)cc2c1C (stereo not given)	-7	-10	2.5	-5	-6	2	1	-0.3	0
CC(=O)NC(Cc1cc(C)ccc1C)C(=O)N1CCN(C(=O)Nc2ccc(C(C)=O)cc2)CC1 (stereo not given)	0	-2&-3	1.8	-2	3	-7	2	-0.4	-3
COc1cc(/C=N/n2c(-c3ccccc3)n[nH]c2=S)ccc1O	0	-1	2.4	-1	-3	-1	8	0.1	-2
CCCC(=O)N1c2ccccc2C(N(C(C)=O)c2ccccc2)CC1C (stereo not given)	2	6	0.7	-7	1	3	-1	0.1	-7
O=C(CN1C(=O)c2cccnc2Oc2ccc(Cl)cc21)NCCc1ccccc1	10	-8	1.2	0	-15	-8	0	-0.2	-6
CCOc1ccccc1CN1CCNC(=O)C1CC(=O)N(C)CCc1ccccn1 (stereo not given)	1	-12	-0.7	1	-2	1	10	0.3	1
CCOC(=O)/C(O)=C/c1ncc(C(F)(F)F)cc1Cl	9	-22	0.4	-3	10	-1	14	0.2	2
CC(C)Cn1c(N)c(C(=O)NCC2CCCO2)c2nc3ccccc3nc21 (stereo not given)	3	-6	4.8	2	-1	2	-7	0.3	-9
CN(C)N=Nc1ccc(S(=O)(=O)NC(=O)Cc2ccccc2)cc1	4	5	3.7	-4	-2	-2	-11	0.0	6
CCOc1ccc(C(c2c(NC(=O)c3ccco3)sc(C)c2C)N2CCOCC2)cc1 (stereo not given)	x	5	2.8	x	x	0	2	0.0	2

(list continues)
SMILES	Fh CTSL1 inh	GASC-1 inh	PP5 primary	TPT1 inh	HCV core dimer	PP1 inh	PREPL inhibitor	Efflux pump mplx	LYPLA2 counter
CC(C)CNS(=O)(=O)c1ccc(OCC(=O)NCc2ccco2)cc1	-1	0	-0.4	6	-2	0	-2	0.2	-2
Cn1c(=O)c2c([nH]c(=O)n2C)n(C)c1=O	2	7	-0.3	1	0	-5	9	0.3	2
CCC1(C(=O)c2ccccc2)C(c2ccc([N+](=O)[O-])cc2)C1(C(=O)OC)C(=O)OC (stereo not given)	-3	3	-2.4	0	7	0	1	0.0	-1
CCOC(=O)Nc1cc(OCC)c(NC(=O)C2CC2)cc1OCC	0	-1	1.8	3	4	-4	4	0.0	-2
COc1ccccc1NS(=O)(=O)c1ccc(C(=O)NCCCn2ccnc2)cc1	x	-1	1.3	x	x	-5	-4	-0.1	-1
COc1cc(NC(=O)COc2cc3oc(=O)cc(C)c3cc2Cl)cc(OC)c1OC	3	-6	1.3	-1	6	-5	2	0.0	0
CCCc1nc2c(=O)n(C)c(=O)[nH]c2n1CCC	0	-13	-1.9	-3	0	-4	0	-0.1	-7
O=C1CSC(c2cccnc2)N1Cc1ccc(Cl)c(Cl)c1 (stereo not given)	1	-3	-1.0	-4	-5	-1	0	-0.1	6
CC1(C)Cc2c(cnn2-c2ccccc2)C(NC(=O)C2(C(N)=O)CC2)C1 (stereo not given)	0	2	1.4	-2	12	-2	4	0.0	3
CCN(CC(=O)Nc1ccc(Br)c(C)c1)CC(=O)NC(C)C	-1	-1	1.9	4	3	-1	13	-0.2	2
O=C(O)c1ccc(NC(=O)c2cccc(C(=O)Nc3ccc(C(=O)O)cc3)n2)cc1	1	14	-1.4	-5	-3	-2	20	-0.1	19
O=C(Oc1ccc(N2C(=O)CCC2=O)cc1)c1ccccc1Cl	3	4	-0.9	-8	-10	3	31	0.0	2
COC(=O)c1cc(-c2cccs2)nc2ccccc12	0	-13	-0.8	-2	3	3	2	-0.3	2
Cc1ccc(S(=O)(=O)NCCC(=O)N2CC(C)OC(C)C2)cc1C (stereo not given)	0	4	-1.1	3	-3	-4	12	0.6	0
Oc1ccc(/C=N/Nc2nc(N3CCCC3)nc(N3CCCC3)n2)cc1O	7	u	-2.3	-4	2	-3	14	-0.2	4
O=C(NNC(=S)Nc1ccccc1Cl)c1ccncc1	7	-7	-0.8	-2	-6	-3	13	0.0	2
COc1cc2c(=O)n(CCC(=O)NCC3CCCO3)c(=O)n(CC(=O)Nc3ccccc3C)c2cc1OC (stereo not given)	1	-10	4.8	-2	-5	2	1	0.0	-3
O=C(c1cccc(C(F)(F)F)c1)N1CCN(C2CCCCC2)CC1	-1	0	1.3	-3	4	-2	6	-0.2	-1
Cc1ccccc1C1c2[nH]c3ccccc3c2C[C@H]2C(=O)N(C3CCN(Cc4ccccc4)CC3)CC(=O)N12 (stereo not given in full)	-3	1	3.2	4	4	3	6	0.2	1
Cc1cc(-n2c(C)cc(C(=O)CSc3nc(N)cc(=O)[nH]3)c2C)no1	0	4	-2.0	1	5	2	-11	-0.1	2
O=C(O)CC1(CC(=O)Nc2ccc3c(c2)C(=O)OC3)CCCCC1	-5	6	-0.3	-2	1	-3	2	-0.2	-1
O=C1c2ccc([N+](=O)[O-])cc2S(=O)(=O)N1Cc1ccccc1	7	7	0.5	-2	4	-3	5	0.0	-3
COc1ccc(NC(=O)CSCC(=O)Nc2nnc(CC(C)C)s2)cc1	9	-5	-1.9	1	0	0	-3	-0.1	5
Cc1cc(C(=O)COC(=O)C2=NNC(=O)CC2)c(C)n1-c1ccc(OC(F)F)cc1	-5	12	0.9	1	18	0	-7	-0.1	3
